PLK1 PBD inh = qHTS for Inhibitors of PLK1-PDB (polo-like kinase 1 - polo-box domain): Primary Screen; Serine/threonine-protein kinase PLK1 (Homo sapiens), P53350; Plk1 PBD binding of FITC phosphopeptide, fluorescence polarization; AID 720504, 2013; hit rate 2.8% among 360,000; Potency, µM, for the others: max response, negative = inhibition, actives largely listed as inhibitors; also: potency is read from the fitted curve at half-maximal effect; series mostly up to about 57 µM; % is scaled to controls: 0 for no effect and ±100 for the full control effect; nearly all actives have a fitted effect of over 65% in size
EPAC1 agonist = qHTS for Agonist of cAMP-regulated guanine nucleotide exchange factor 3 (EPAC1): primary screen; Rap guanine nucleotide exchange factor 3 (Homo sapiens), O95398; EPAC1 agonist qHTS, biochemical assay; response scale: 100% = response to 6.5 mM cAMP; Potency, µM (series often up to 154 µM), inactives show top-dose activation, most hits filed as activators; hit rate 0.073% among 360,000; AID 720707, 2013; also: potency is read from the fitted curve at half-maximal effect; nearly all actives have a fitted effect of over 60% in size
Target sequence (O95398 whole entry, looked up): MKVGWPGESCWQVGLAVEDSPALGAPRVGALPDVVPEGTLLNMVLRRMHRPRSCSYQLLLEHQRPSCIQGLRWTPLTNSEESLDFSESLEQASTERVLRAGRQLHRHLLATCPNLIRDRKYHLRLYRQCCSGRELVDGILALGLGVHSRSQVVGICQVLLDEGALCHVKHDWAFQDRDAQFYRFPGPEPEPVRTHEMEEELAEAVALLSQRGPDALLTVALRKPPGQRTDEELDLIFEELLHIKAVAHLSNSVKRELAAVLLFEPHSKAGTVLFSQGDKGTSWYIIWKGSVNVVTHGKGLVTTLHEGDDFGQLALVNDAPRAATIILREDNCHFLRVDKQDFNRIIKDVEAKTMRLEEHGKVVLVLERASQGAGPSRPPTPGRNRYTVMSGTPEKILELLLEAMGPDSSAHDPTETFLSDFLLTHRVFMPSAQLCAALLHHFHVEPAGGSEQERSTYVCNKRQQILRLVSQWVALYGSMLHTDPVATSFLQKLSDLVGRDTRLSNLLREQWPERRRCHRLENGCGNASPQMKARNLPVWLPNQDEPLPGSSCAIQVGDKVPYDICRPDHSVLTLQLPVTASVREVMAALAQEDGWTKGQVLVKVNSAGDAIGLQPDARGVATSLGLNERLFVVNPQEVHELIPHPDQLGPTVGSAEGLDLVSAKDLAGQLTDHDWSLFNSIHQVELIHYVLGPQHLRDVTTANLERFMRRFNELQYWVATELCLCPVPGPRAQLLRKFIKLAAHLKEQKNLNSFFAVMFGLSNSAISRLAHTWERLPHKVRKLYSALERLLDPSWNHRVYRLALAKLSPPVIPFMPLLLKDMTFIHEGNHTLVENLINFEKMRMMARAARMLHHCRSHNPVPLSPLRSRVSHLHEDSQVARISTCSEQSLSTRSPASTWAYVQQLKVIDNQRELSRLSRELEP
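Fluorescent GDP-exchange assay: 100 nM EPAC1 with 250 nM Rap1B preloaded with BODIPY-GDP and 50 uM GDP; compounds tested as concentration series, 5 min at room temperature, then read every 5 min for 30 min (ex 480/em 540 nm); normalized to 6.5 mM cAMP.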
PI5P4Ka inh = qHTS for Inhibitors of phosphatidylinositol 5-phosphate 4-kinase (PI5P4K). PI5P4Kalpha enzyme, ADP-Glo luminescence, 60 min; active compounds read low. max response, %. hit rate 1.2% among 330,000. AID 652105, 2013; active = max response of -50% or lower; inconclusive = between -30% and -50%; inactive = -30% or higher; also: value at the top dose of about 77 µM; % is scaled to controls: 0 for no effect and ±100 for the full control effect
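ADP-Glo luminescence end-point after a 60 min room-temperature kinase reaction. PI5P4Kalpha and substrate in HEPES pH 7.4 buffer with EGTA, 0.1% CHAPS and 5% DMSO; ATP at 5 microM final.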
Abeta rescue = qHTS for compounds that reverse cellular toxicity of Amyloid beta (A-beta) peptide in yeast: Primary Screen; yeast expressing A-beta42, growth rescue, OD600, 48 h; response scale: 0% DMSO, 100% iron-clioquinol control; Potency, µM (top dose mostly 46.1 µM), for the others: top-dose growth rescue, usual class: activators; hit rate 0.063% among 410,000; also: potency is read from the fitted curve at half-maximal effect; nearly all actives have a fitted effect of over 55% in size
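Yeast growth medium received pinned compounds, then yeast cells expressing toxic A-beta were added; plates incubated at 30 C for 48 hr. Growth read as absorbance at 600 nm, normalized to DMSO and equimolar FeCl3 plus clioquinol controls.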
WRN helicase inh = qHTS for Inhibitors of WRN Helicase; Bifunctional 3'-5' exonuclease/ATP-dependent helicase WRN (Homo sapiens), Q14191; WRN helicase unwinding, fluorescent forked duplex, kinetic; Potency, µM (highest dose often 114 µM), inactives show at the highest dose activity change, negative = inhibition, usual class: inhibitors; hit rate 0.46% among 360,000; AID 651768, 2012; also: potency is read from the fitted curve at half-maximal effect; % is scaled to controls: 0 for no effect and ±100 for the full control effect; nearly all actives have a fitted effect of over 55% in size
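Primary qHTS, 1536-well format. 20 nM WRN + compound, 15 min RT; start with 100 nM forked fluorophore/quencher duplex, 2 mM ATP (final); kinetic read ex 525/em 598 nm.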
IL2 activator = qHTS of IL-2 Activators | IL-2 activation reporter assay, cell-based qHTS; stimulated with anti-CD3/CD4/CD28 beads; in transgenic mouse T cells | activation, % (series mostly up to about 46 µM) | hit rate 0.065% among 360,000 | AID 652025, 2013; in the data active = activation above about 50%; inconclusive = mostly about 30% to 49%; also: 0% is about no effect
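First, unstimulated transgenic mouse T cells were exposed to compound for 60 min. Next, anti-CD3/anti-CD4-coated beads with anti-CD28 were added. Finally, after 18 h at 37 degrees C, EGFP and DsRed were imaged.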
FUS yeast rescue = qHTS for Suppressors of FUS Proteinopathy: Primary screen using FUS-linked yeast assay. S. cerevisiae FUS-expressing, growth rescue, OD600, 24 h. Potency, µM (top dose mostly 76.6 µM), for inactives: at the top dose growth rescue (activation), hits mostly activators. hit rate 0.24% among 390,000;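 also: potency is read from the fitted curve at half-maximal effect; plate controls were DMSO vehicle for no effect and reference control for full effect; nearly all actives have a fitted effect of over 55% in size; some results filed as inactive show a strong effect at the top dose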
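Yeast expressing FUS under galactose induction, OD 0.005 in 2% galactose medium; compounds in a dilution series, 24 h at 30C. Growth rescue by absorbance at 600 nm; CP55940 positive control, DMSO negative.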
EPAC1 antag = qHTS for Antagonist of cAMP-regulated guanine nucleotide exchange factor 3 (EPAC1): primary screen; Rap guanine nucleotide exchange factor 3 (Homo sapiens), O95398; EPAC1 GEF assay, Rap1b-BODIPY-GDP exchange fluorescence; Potency, µM (series often up to 115 µM), for inactives: top-dose activity change, negative = inhibition, most hits filed as inhibitors; hit rate 0.14% among 360,000;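 also: potency is read from the fitted curve at half-maximal effect; plate controls were vehicle for no effect and positive control for full effect; nearly all actives have a fitted effect of over 50% in size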
aSyn rescue = qHTS of alpha-syn Inhibitors; Yeast expressing alpha-synuclein, growth rescue, BacTiter-Glo, 24 h; Potency, µM (highest dose often 46.1 µM), for the others: top-dose growth rescue (activation), hits mostly activators; hit rate 0.14% among 370,000; AID 652106, 2013; also: potency is read from the fitted curve at half-maximal effect; % of control where 0% means no effect; nearly all actives have a fitted effect of over 65% in size
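Screening used galactose-induced yeast with toxic alpha-synuclein levels, exposed to compound for 24 hr at 30 deg C. Cell growth, read with BacTiter-Glo luminescence, gave the measured signal.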
Active calls of the source: *; ? = inconclusive; nt = not tested or not shown; & = joins results of further samples; [ ] = dose if it differs, or a comment. Unless noted, calls follow the shape of the dose curve; as a rule, active = well fitted curve in the direction sought with a large enough effect; inconclusive = small, poorly fitted or top-dose-only effect, or another doubt; inactive = no such curve, though single readings can be large; an effect the other way counts as inactive or inconclusive.

Fields: IL2 activator, aSyn rescue, EPAC1 agonist, PI5P4Ka inh, WRN helicase inh, PLK1 PBD inh, FUS yeast rescue, Abeta rescue, EPAC1 antag
Cc1nc(N2CCOCC2)sc1C=O
    0.1, -1%, 11%, 2, -4%, 1%, -23%, -16%, -15%
O=C(N/N=C/c1ccc(Cl)c(Cl)c1)c1ccc2nc[nH]c2c1
    -0.6, 1%, -1%, -7, -9%, -5%, -18%, -11%, -3%
CCOC(=O)Nc1sc2c(c1C#N)CCCC2
    0.1, -11%, -6%, -2, 8%, -11%, -22%, -2%, -8%
CN(C)c1cccc(N(C)C)c1CNC(=O)C(C)(C)C
    0.7, -1%, 5%, -6, 6%, -2%, 17%, 2%, 25%
CCCCn1c(N)c(N(Cc2ccccc2OC)C(=O)COc2ccc(F)cc2Cl)c(=O)[nH]c1=O
    -3.4, -3%, 0%, 1, 15%, 2%, 13%, -9%, 27%
C=CCn1c(SCC(=O)Nc2ccc(N3CCOCC3)cc2)nnc1-c1ccco1
    0.3, 0%, -5%, 0, 1%, 0%, 9%, 5%, 9%
O=C(COc1ncnc2ccccc12)NCCc1ccccc1
    -4.2, -3%, 3%, -1, -29%, -4%, 4%, -11%, -1%
O=C(CSc1ccc(C(F)(F)F)cn1)Nc1ccccc1
    -0.4, -5%, 0%, 9, -24%, -4%, -10%, 10%, 3%
Cc1ccc(-c2nc(C3CCCN(S(=O)(=O)c4ccc(C(C)(C)C)cc4)C3)no2)cc1 (stereo not drawn)
    -2.8, -2%, 0%, 1, -3%, 6%&-2%, -7%, -5%, -13%
CCc1ccc2nc(SCC(=O)N(CC)CC)c(C#N)cc2c1
    -0.8, 10%, 4%, -5, -15%[57.1 µM], -6%, -12%, 17%, 9%

The listing continues.
Fields: IL2 activator, aSyn rescue, EPAC1 agonist, PI5P4Ka inh, WRN helicase inh, PLK1 PBD inh, FUS yeast rescue, Abeta rescue, EPAC1 antag
CCOC(=O)c1ccc(N2C(=O)C=CC2=O)cc1
    -4.0, -70%[inhibitor], -7%, ?, ?, 3.8µM*, 9%, -94%[inhibitor], 10%
COc1ccccc1N(C(=O)c1snc(C(N)=O)c1N)C(C(=O)NCc1ccccc1)c1ccc(O)cc1 (stereo not drawn)
    -0.7, 1%, 8%, -3, -4%, 3%, 17%, -3%, -21%
COc1ccc(NC(=O)CN(C)C(=O)C(C)Sc2ccccc2)cc1 (stereo not drawn)
    -0.4, 2%, 5%, -4, -25%, -10%, nt, 8%, -20%
Cc1ccc(OCc2cc(C(=O)N3CCN(c4ccccc4)CC3)no2)cc1C
    -0.3, 8%, 16%, 3, -28%, -9%, 14%, 10%, ?
S=C(Nc1ccccc1)N1CCn2c(nc3ccccc32)C1
    -0.6, 8%, -1%, -6, 11%, 3%, -2%, -23%, -3%
c1ccc(-c2nnc(Cn3c4ccccc4c4nc5ccccc5nc43)o2)cc1
    0.3, 1%, 2%, 10, -6%, -2%, 16%, 13%, 8%
Cc1ccc(NC(=O)CC2S/C(=N/N=C3/NC(=O)CS3)NC2=O)cc1 (stereo not drawn)
    1.3, -4%, -13%, -1, ?, -15%, 24%, 14%, -3%
O=C(O)c1ccc(Nc2ncc([N+](=O)[O-])cc2[N+](=O)[O-])cc1
    1.4, 7%, 6%, -18, -3%[11.6 µM], -12%, -14%, 9%, 8%
N#Cc1ccc2ccn(CC(=O)N3CCCc4ccccc43)c2c1
    -1.2, 25%, 10%, nt, -10%, -9%, 23%, 5%, 14%
CCC(=O)NC(=S)Nc1ccc(N2CCN(C(=O)c3ccc(Cl)cc3)CC2)cc1
    -3.2, -1%, -3%, -6, -1%, -22%, ?, ?, 1%

(further entries)
Fields: IL2 activator, aSyn rescue, EPAC1 agonist, PI5P4Ka inh, WRN helicase inh, PLK1 PBD inh, FUS yeast rescue, Abeta rescue, EPAC1 antag
O=C(O)c1c(C(=O)O)c(-c2ccc(F)cc2)n2c1CCC2
    -0.5, -1%, -1%, -9, -2%, 2%, 8%, 11%, -5%
Cn1c(=O)cc(SCC(=O)NCCCN2CCOCC2)c2ccccc21
    -1.9, -7%, 7%, -4, -13%, -10%, 1%, 1%, 4%
CN(C)C(=O)N1CCC(C(=O)NCc2ccc3c(c2)OCO3)CC1
    -1.0, -4%, 0%, nt, -5%, -4%, -4%, 0%, -8%
CCCNC(=O)c1cc(C2CCCCN2S(=O)(=O)c2ccc(F)cc2F)on1 (stereo not drawn)
    0.3, 7%, 3%, 3, 3%, -1%, 5%, 11%, -18%
O=C1c2ccc(-c3ccc(Cl)c(C(F)(F)F)c3)cc2S(=O)(=O)c2cccc(C(=O)N3CCN(c4ncc(Br)cn4)CC3)c21
    0.4, 0%, -22%, -5, 5%, -1%, -27%, -3%, 5%
COc1ccc(CNC(=O)CN2C(=O)c3ccccc3C2=O)cc1
    0.0, 3%, -1%, -1, 0%, -11%, 12%, -7%, 12%
CCOC(=O)C1CCCN(CC(O)COCc2ccc3c(c2)OCO3)C1 (stereo not drawn)
    0.7, -4%, -2%, 8, -4%, -12%, 11%, -9%, -6%
Cc1nn(Cc2ccccc2)c(C)c1NC(=O)CSc1nc2sc3c(c2c(=O)n1C)CCC3
    0.7, -1%, -1%, -3, -20%, -3%, nt, 1%, -3%
CCOC(=O)c1ccc(NC(=O)CSc2nc(N3CCOCC3)nc(N3CCOCC3)n2)cc1
    -2.6, -1%, -2%, 2, 5%, -2%, -3%, 5%, 18%
O=C(CCNC(=O)N1CC(=O)Nc2ccccc21)NCc1ccc(Cl)cc1
    -1.1, -14%, 3%, -3, 2%, -12%, -1%, -8%, 15%

Next section:
Fields: IL2 activator, aSyn rescue, EPAC1 agonist, PI5P4Ka inh, WRN helicase inh, PLK1 PBD inh, FUS yeast rescue, Abeta rescue, EPAC1 antag
CCOc1ccc(NC(=O)CN(C)C(=O)c2ccc(N3CCCC3)c([N+](=O)[O-])c2)cc1OCC
    1.5, 8%, -11%, 3, -27%, -9%, 22%, 13%, -21%
Cc1cc(C)c(NC(=O)C2CCCN(S(=O)(=O)c3c(C)noc3/C=C/N(C)C)C2)c(C)c1 (stereo not drawn)
    -1.6, -2%, 0%, -5, -2%, -2%, ?, -1%, -5%
Cc1cc(/C=N\NC(=O)c2cccs2)c(C)n1-c1ccc2ncccc2c1
    -0.5, 16%, 8%, -17, -13%, -4%, 17%, 5%, 5%
CCCc1nc(SCC(=O)NC2CCCC2)c2ccccc2n1
    -0.2, 6%, 1%, 0, -3%[57.1 µM], -7%, -20%, -13%, -14%
COc1cc(/C=C2\N=C(c3ccccc3)OC2=O)ccc1OCc1c(C)no[n+]1[O-]
    0.2, 0%, -5%, 0, -7%, ?, -7%, 6%, -1%
O=C(NCc1ccccc1)c1nc(-c2cccs2)no1
    4.1, -15%, 1%, 1, -1%, -6%, -5%, -15%, -4%
O=C(O)COc1ccc(C(NC(=O)c2c(F)cccc2F)NC(=O)c2c(F)cccc2F)cc1
    -0.2, -1%, 12%, 1, 1%, -15%, -23%, 1%, -30%
CCN1CCN(CCC2Oc3cc([N+](=O)[O-])ccc3NC2=O)CC1 (stereo not drawn)
    -1.1, 6%, -5%, 2, 3%, -2%, -3%, 0%, -8%
Nc1cccc(-n2nnnc2CN2CCOCC2)c1
    0.1, -15%, -10%, -20, -8%, 11µM*, nt, -16%, 6%
COc1ccc(F)cc1C(=O)C1CCCN(Cc2ccc(Sc3nncn3C)o2)C1 (stereo not drawn)
    0.0, 0%, -9%, 0, -2%, 0%, -11%, 5%, -2%
Cc1nonc1C(=O)N/N=C/c1ccc(O)cc1
    -0.9, -39%[inhibitor], -8%, ?, 4%, -1%, -5%, -42%[inhibitor], -22%
Cc1c(N(C)C(=O)c2ccccc2F)c(=O)n(-c2ccccc2)n1C
    -0.3, 16%, 2%, -10, -1%, -4%, 1%, 10%, 8%

Reformatted field by field: part of the list above.
Cc1cc(/C=N\NC(=O)c2cccs2)c(C)n1-c1ccc2ncccc2c1
  IL2 activator: -0.5 | aSyn rescue: 16% | EPAC1 agonist: 8% | PI5P4Ka inh: -17 | WRN helicase inh: -13% | PLK1 PBD inh: -4% | FUS yeast rescue: 17% | Abeta rescue: 5% | EPAC1 antag: 5%
CCCc1nc(SCC(=O)NC2CCCC2)c2ccccc2n1
  IL2 activator: -0.2 | aSyn rescue: 6% | EPAC1 agonist: 1% | PI5P4Ka inh: 0 | WRN helicase inh: -3%[57.1 µM] | PLK1 PBD inh: -7% | FUS yeast rescue: -20% | Abeta rescue: -13% | EPAC1 antag: -14%
COc1cc(/C=C2\N=C(c3ccccc3)OC2=O)ccc1OCc1c(C)no[n+]1[O-]
  IL2 activator: 0.2 | aSyn rescue: 0% | EPAC1 agonist: -5% | PI5P4Ka inh: 0 | WRN helicase inh: -7% | PLK1 PBD inh: ? | FUS yeast rescue: -7% | Abeta rescue: 6% | EPAC1 antag: -1%
O=C(NCc1ccccc1)c1nc(-c2cccs2)no1
  IL2 activator: 4.1 | aSyn rescue: -15% | EPAC1 agonist: 1% | PI5P4Ka inh: 1 | WRN helicase inh: -1% | PLK1 PBD inh: -6% | FUS yeast rescue: -5% | Abeta rescue: -15% | EPAC1 antag: -4%

Compound activity: PubChem, National Center for Advancing Translational Sciences (NCATS)
